dFosB act: activators of mouse delta FosB homodimer. P13346. purified delta FosB, TAMRA-CDK5 oligo fluorescence polarization; percent of positive-control signal above neutral wells. activation, % at 25 µM. actives 0.99% (n = 340,000);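 active = mean activation above about 17%, with every replicate also reaching it, limit read from the data, passing the limit was not always enough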;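 note: fluorescence polarization rise as delta FosB binds a TAMRA Cdk5 AP-1 oligo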
Target sequence (P13346 whole entry, looked up): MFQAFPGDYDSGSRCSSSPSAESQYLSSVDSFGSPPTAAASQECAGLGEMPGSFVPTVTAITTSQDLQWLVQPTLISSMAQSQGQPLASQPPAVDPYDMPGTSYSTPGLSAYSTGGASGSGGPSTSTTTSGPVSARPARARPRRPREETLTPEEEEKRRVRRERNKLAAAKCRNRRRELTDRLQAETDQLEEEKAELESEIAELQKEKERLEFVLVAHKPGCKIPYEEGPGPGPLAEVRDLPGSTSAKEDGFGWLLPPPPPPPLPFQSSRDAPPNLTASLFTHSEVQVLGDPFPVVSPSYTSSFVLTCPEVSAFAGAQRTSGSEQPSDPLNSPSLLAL
SR-BI HDL uptake: blocks mouse SR-BI lipid uptake from DiI-HDL | Q61009 | ldlA[mSR-BI] CHO cells, DiI-HDL uptake fluorescence, 3 h | inhibition, % at 12.5 µM | actives 0.96% (n = 320,000) | AID 488896;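 active = mean replicate inhibition of at least 70% and a set share of replicates each scoring 70 or more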;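 note: 0% = median of neutral control wells and 100% = median of positive control wells; values of inactives mirror those of a sister screen read the other way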
Target sequence (Q61009 whole entry, looked up): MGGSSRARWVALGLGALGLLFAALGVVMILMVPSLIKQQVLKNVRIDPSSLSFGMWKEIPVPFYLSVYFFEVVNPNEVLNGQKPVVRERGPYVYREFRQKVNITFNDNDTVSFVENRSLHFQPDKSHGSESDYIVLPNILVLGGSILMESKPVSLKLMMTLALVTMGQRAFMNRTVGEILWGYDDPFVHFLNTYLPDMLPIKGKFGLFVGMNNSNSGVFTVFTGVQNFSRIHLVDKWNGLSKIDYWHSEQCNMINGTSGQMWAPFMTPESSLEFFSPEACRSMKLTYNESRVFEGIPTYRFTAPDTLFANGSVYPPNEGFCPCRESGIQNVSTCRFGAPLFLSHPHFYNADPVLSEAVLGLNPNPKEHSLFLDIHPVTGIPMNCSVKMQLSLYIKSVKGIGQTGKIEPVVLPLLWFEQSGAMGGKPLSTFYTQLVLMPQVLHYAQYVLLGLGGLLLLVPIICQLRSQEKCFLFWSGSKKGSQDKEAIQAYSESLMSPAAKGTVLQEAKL
MITF act: MITF TRPM1 promoter activation in melanoma cells; SK-MEL-5 TRPM1-promoter luciferase, 24 h; % of positive control, neutral wells = 0; activation, % at 12.5 µM; actives 0.75% (n = 300,000); AID 588334;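 active = mean activation of at least 80% with every replicate also reaching 80%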;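 note: 0% = neutral control wells and 100% = parthenolide positive control wells; values of inactives mirror those of a sister screen read the other way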
NSD2 inh: blocks human histone methyltransferase NSD2; NSD2 peptide methylation, AlphaScreen, 120 min; inhibition, % at 12.5 µM; actives 0.54% (n = 310,000); AID 743445; in the data active = inhibition above about 50%
PvdQ inh: blocks Pseudomonas aeruginosa PvdQ acylase activity | purified PvdQ acylase, fluorescence plate reader | inhibition, % at 10 µM | actives 0.063% (n = 340,000) | AID 488965; in the data active = inhibition above about 30%, passing the limit was not always enough;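 note: 0% = vehicle neutral wells and 100% = reference inhibitor wells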
SR-BI uptake up: SR-BI HDL lipid transfer activation; actives 0.096% (n = 320,000); activation, % at 12.5 µM; AID 504775; CHO ldlA[mSR-BI] cells, DiI-HDL uptake fluorescence, 3 h; 100 = double the neutral-control signal;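 active = mean replicate activation of at least 60% and every replicate at or above 60%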;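 note: 0% = median plate neutral-control signal and 100% = twice that signal; values of inactives mirror those of a sister screen read the other way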
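Test system: SR-BI-overexpressing, LDLR-lacking CHO cells; Also added: labelled HDL, 10 µg/mL; Measured by: bottom-read cell fluorescence after medium removal, ex 550/em 595 nm; Timing: 3 h uptake period with compound, 37 °C; Buffer or medium: F12, 0.5% BSA, 25 mM HEPES; Doses: single compound concentration, delivered by pin transfer.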
CAL PDZ FP-1: blocks peptide binding to human CAL PDZ domain | AID 504414 | purified CAL PDZ, TMR-peptide fluorescence polarization, 1 h | actives 0.02% (n = 330,000) | inhibition, % at 20 µM;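 active = highest replicate inhibition of at least 40%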;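 note: plate controls were DMSO neutral control wells for no effect and unlabeled competitor peptide control wells for full effect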
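Material – purified CerCALP PDZ construct · Detection – FP readout, S and P plane fluorescence · Measure – percent inhibition from loss of millipolarization · Controls – unlabelled peptide for full inhibition, DMSO wells as neutral · Probe or stimulus – TMR-labelled reporter peptide T*-PRC34 bound in PDZ groove · Times – 1 h at RT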
Rtt109 HAT inh: C. albicans Rtt109 histone acetyltransferase inhibition | Q5AAJ8 | purified Rtt109/Vps75, ThioGlo CoA-SH fluorescence, 4 h | inhibition, % at 34.9 µM | actives 0.16% (n = 330,000) | AID 540336;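 active = inhibition of at least 50% in every replicate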
CAL PDZ FP-2: inhibitors of human CAL PDZ peptide binding | actives 0.92% (n = 300,000) | purified CAL PDZ, TMR-peptide fluorescence polarization, 1 h | inhibition, % at 24.9 µM | Q9HD26 | AID 602252;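 active = mean inhibition of at least 30% with at least half of replicates also reaching 30%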;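 note: 0% = DMSO neutral control and 100% = excess unlabeled competitor peptide PRC23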
PfHsp90 set2: reduces growth (ATP signal) of yeast expressing P. falciparum Hsp90; actives 0.32% (n = 310,000); AID 504621; inhibition, % at 9.4 µM; S. cerevisiae expressing PfHsp90, BacTiter-Glo ATP, 48 h; yeast lacking PDR1 and PDR3 efflux regulators;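 active = every replicate shows inhibition above about 80%, whatever the replicate mean, limit read from the data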;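 note: 0% = DMSO neutral controls and 100% = 20 µM radicicol positive controls; yeast relying on Plasmodium falciparum Hsp90 in place of its own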
Starred values were filed as active, the others as inactive; . = no result given.

Start of the data: the first 3 compounds (preview)
SMILES	dFosB act	SR-BI HDL uptake	MITF act	NSD2 inh	PvdQ inh	SR-BI uptake up	CAL PDZ FP-1	Rtt109 HAT inh	CAL PDZ FP-2	PfHsp90 set2
CC(C)n1ncc2c(C(=O)NCCc3ccc(F)cc3)cc(C3CC3)nc21	-10	49	8	-8	-10	-49	-2.5	6	-2	-3
O=C(c1cc2cc(Cl)ccc2[nH]1)N1CCN(C(=O)c2ccco2)CC1	-2	11	-19	1	-12	-11	-3.0	5	-5	-1
CCN(C(=O)COC(=O)CNC(=O)c1ccc(C)c(C)c1)C1CCS(=O)(=O)C1 (stereo unspecified)	0	-10	2	3	6	10	-3.0	.	-4	-4

The list itself, repeating the preview:
SMILES	dFosB act	SR-BI HDL uptake	MITF act	NSD2 inh	PvdQ inh	SR-BI uptake up	CAL PDZ FP-1	Rtt109 HAT inh	CAL PDZ FP-2	PfHsp90 set2
CC(C)n1ncc2c(C(=O)NCCc3ccc(F)cc3)cc(C3CC3)nc21	-10	49	8	-8	-10	-49	-2.5	6	-2	-3
O=C(c1cc2cc(Cl)ccc2[nH]1)N1CCN(C(=O)c2ccco2)CC1	-2	11	-19	1	-12	-11	-3.0	5	-5	-1
CCN(C(=O)COC(=O)CNC(=O)c1ccc(C)c(C)c1)C1CCS(=O)(=O)C1 (stereo unspecified)	0	-10	2	3	6	10	-3.0	.	-4	-4
COC(=O)c1cn(C(=O)c2cc(Br)ccc2Cl)c2ccccc12	4	29	.	-2	-13	-29	-0.5	13	-4	12
CC(Oc1nc2c(c(=O)n(C)c(=O)n2C)n1C)C1CCCCC1 (stereo unspecified)	-2	46	3	14	-2	-46	-2.3	5	-8	10
O=[N+]([O-])c1cccc(C(O)C23CN4CN(CN(C4)C2)C3)c1 (stereo unspecified)	-4	-30	.	-1	0	30	0.8	0	.	1
Cc1ccc(N=C2NC(=O)/C(=C/c3cccnc3)S2)cc1C	1	6	.	-1	-17	-6	-0.2	-1	.	8
CCc1ccc2[nH]c(=O)c(C(c3nnnn3CC3CCCO3)N3CCCc4ccccc43)cc2c1 (stereo unspecified)	-7	-34	.	3	-18	34	-1.5	0	-1	4
COc1ccccc1-n1cnc2sc(C)c(C)c2c1=O	-2	-4	-4	0	6	4	-1.4	6	3	-8
CCCCN1CCN=C1N(C)C	-5	-19	-7	.	1	19	0.0	-2	-1	-6
Cc1ccc(-c2cc(C(=O)NCc3cn(C)nc3C)c3cc(Br)ccc3n2)cc1	37*	65	41	-1	7	-65	-1.3	0	-12	-27
CS(=O)(=O)c1ccc(-c2nnc(NC(=O)c3ccco3)o2)cc1	-1	-48	14	-2	6	48	-0.4	4	-4	.
N#CCSc1ccc2nc(-c3ccccc3)cn2n1	-17	-9	70	-1	-16	9	-2.0	-3	-9	3
COc1ccccc1CC(=O)c1ccccc1OC	1	-1	-7	-2	3	1	0.4	7	.	.
CCN(CC)c1ccc(C(=O)Nn2c(C)nc3ccccc3c2=O)cc1	-8	.	6	-2	-2	.	-0.9	-9	11	12
O=C(Nc1cccc(S(=O)(=O)N2CCCCC2)c1)c1cncc(Br)c1	-10	59	-5	-1	15	-59	-0.4	2	1	.
COc1ccc(CNc2nc(-c3ccccc3)nn2C(=O)c2cccs2)cc1	-12	-21	43	28	-1	21	0.1	-7	.	8
COc1ccc(OC)c(C2CC(=O)Nc3cc(OC)c(OC)c(OC)c32)c1 (stereo unspecified)	-2	-16	-18	-1	5	16	1.1	-1	-1	13
Cn1nc(C(F)(F)F)c2cc(C(=O)N3CCOCC3)sc21	0	-8	6	-2	-1	8	-2.2	4	2	-8
O=C(O)Cn1nc(-c2ccccc2)cc1-c1ccccc1	1	-2	-11	1	-19	2	-0.3	-5	-5	-15
O=C(CSc1ccccc1)NCC1(N2CCOCC2)CCCCC1	-1	-17	-7	-2	10	17	-1.6	-11	1	.
CC(C)(C)S(=O)N1Cc2ccc(CO)cc2[C@@H]1CCO (stereo partly specified)	-1	-19	-3	.	-14	19	-3.5	3	-9	-2
O=c1cc(-c2ccc(O)cc2)oc2c1ccc1ccccc12	-28	-8	44	-2	-23	8	0.1	10	-2	6
C/C(CC(=O)Nc1ccc2c(c1)OCCO2)=N\NC(=O)COc1ccc(C)cc1	-9	-28	5	.	-1	28	-0.8	7	-1	-10
CCN1CCN(c2ccc(S(=O)(=O)N3CCOCC3)cc2NC(=O)c2ccc(C(F)(F)F)cc2)CC1	-12	-30	-1	-2	26	30	-4.6	-8	3	2

Carrying on.
SMILES	dFosB act	SR-BI HDL uptake	MITF act	NSD2 inh	PvdQ inh	SR-BI uptake up	CAL PDZ FP-1	Rtt109 HAT inh	CAL PDZ FP-2	PfHsp90 set2
O=S(=O)(NCCN1CCOCC1)c1ccc(-c2ccc(S(=O)(=O)NCCN3CCOCC3)cc2)cc1	1	13	5	-1	-17	-13	-1.4	2	-5	-9
COc1ccc(OC)c(NC(=O)c2ccc(-n3cccn3)nc2)c1	2	5	.	0	-6	-5	-0.4	-7	5	-1
Cc1ccc(OCCN2C(=O)S/C(=C\c3ccc(C)o3)C2=O)cc1	2	-5	-4	-1	-9	5	-2.2	2	-2	6
COc1ccc([C@@]23Oc4cc(OC)cc(OC)c4[C@]2(O)[C@H](O)[C@H](C(=O)N(C)C)[C@H]3c2ccccc2)cc1	-1	3	-64	.	-8	-3	-0.1	-3	-5	2
CN(Cc1ccccc1)C(=O)CNC(=O)C12CC3CC(CC(C3)C1)C2	-3	-33	7	0	3	33	-0.3	-7	3	1
CCOC(=O)C1=NN(c2ccc(Cl)cc2)C(c2ccccc2)CC1=O (stereo unspecified)	-10	11	.	13	0	-11	-0.7	4	0	.
O=C(CN1C(=O)NC2(CCCCCC2)C1=O)N1CCCCC1	2	-9	-2	0	-18	9	-1.0	-1	-6	-11
C[C@H](NC(=O)C1CC(=O)N(c2ccc3c(c2)OCO3)C1)C(=O)NC1CCCC1 (stereo partly specified)	-1	-2	16	.	-17	2	-0.9	0	-4	12
CCSc1nnc2c(Cl)cc(Cl)cn12	-7	-24	.	-1	0	24	-1.4	-12	-3	-7
CC(OC(=O)c1ccccc1C(=O)N(C)Cc1ccccc1)C(=O)NC1(C#N)CCCCC1 (stereo unspecified)	-7	29	-1	2	-15	-29	-2.5	-1	0	-8
O=C(c1ccccc1F)N1CCN(Cc2nc3sc4c(c3c(=O)[nH]2)CCCC4)CC1	-10	6	-3	-4	-18	-6	-0.4	7	-6	-84
CS(=O)(=O)c1ccc([C@@H](O)[C@@H](CF)NC(=O)C(Cl)Cl)cc1	4	-7	-4	.	3	7	0.3	16	1	10
Nn1c(=O)c2ccccc2n2c(SCc3ccccc3)nnc12	-13	-25	14	-2	-5	25	-5.2	0	-4	18
CC(C)CCNC(=O)NC(=O)CSc1nnc(-c2ccccc2F)n1N	-9	12	.	32	-8	-12	-3.2	3	.	.
O=C(CSc1ccc2nnc(-c3ccc(Cl)cc3)n2n1)N1CCCc2ccccc21	3	3	4	-2	0	-3	-0.6	-2	-2	23
CCN1C=C(Cc2ccccc2C)C2=C(C1)C(c1ccccc1C)C(C#N)=C(N)O2 (stereo unspecified)	5	10	-6	.	-4	-10	-0.1	-1	.	2
CC(NC(=O)C1C(=O)N(CCO)C2(C)CC1c1ccccc1O2)c1ccccc1 (stereo unspecified)	-9	-22	.	-2	-5	22	-2.2	-1	-4	.
CN(C)C(=O)c1ccc(NC(=O)COC(=O)CCN=C2NS(=O)(=O)c3ccccc32)cc1	1	-20	16	-2	-8	20	-0.3	-3	.	2
CCOC(=O)c1c(CC(C)C)csc1NC=O	-3	15	-31	-2	-8	-15	-1.0	0	-3	-11
CCNc1ccc(Br)cc(C(=O)/C=C/c2ccc(Cl)cc2Cl)c1=O	-10	39	-25	4	-6	-39	-0.3	-1	-4	-5
NC(=S)N/N=C/c1coc2cc(Br)ccc2c1=O	24*	10	.	14	-19	-10	-0.1	7	-6	-13
CSc1nc(-c2ccco2)nn1C(=O)CCc1ccccc1	-2	-5	12	2	-7	5	-1.8	12	.	.
CC1=CN2C(=N)/C(=C/c3ccc(Sc4ccc(Cl)cc4)o3)C(=O)N=C2S1	-3	-13	-5	-1	2	13	0.4	-1	-1	-26
CCc1cc(N2CCOCC2)cc2c1[nH]c1ccccc12	5	54	-16	3	-19	-54	1.5	-4	.	-20
COc1ccc(Cl)cc1NC(=O)CCN1C(=O)C2C3C=CC(C4CC34)C2C1=O (stereo unspecified)	-5	57	-3	0	-6	-57	-0.7	6	1	-8

Other compounds.
SMILES	dFosB act	SR-BI HDL uptake	MITF act	NSD2 inh	PvdQ inh	SR-BI uptake up	CAL PDZ FP-1	Rtt109 HAT inh	CAL PDZ FP-2	PfHsp90 set2
Cc1ccc(-n2c(=O)c3c4c(sc3n(Cc3cc(=O)n5ccccc5n3)c2=O)CCC4)cc1C	-10	-22	-7	1	-8	22	-1.2	-3	-4	-3
COc1cc(C(=O)NC(=S)NNC(=O)[C@H]2C[C@@H]2c2ccccc2)cc(OC)c1OC	-14	10	.	3	10	-10	-1.3	6	-4	9
CC1=C(C(=O)Nc2ccccc2C(=O)NCCCN2CCN(C)CC2)SCCO1	-4	-8	2	.	16	8	-1.2	1	-5	-9
CCN(C[C@H]1N[C@@](CC)(C(=O)OC)[C@H]2C(=O)N(C)C(=O)[C@@H]12)S(=O)(=O)c1ccc(-c2ccccc2)cc1	-8	-8	1	.	11	8	-1.4	3	1	8
CCc1nnc(SCC(=O)Nc2ccccc2)n1CC1CCCO1 (stereo unspecified)	-3	-6	-12	-2	-10	6	0.6	1	-10	-4
CC1CCCN(CCCNS(=O)(=O)c2ccc3c(c2)CCN3C(=O)C2CC2)C1 (stereo unspecified)	-7	-4	5	3	-5	4	-0.8	-10	6	-17
Cn1c(=O)n(C)c2cc(NS(=O)(=O)c3ccc4c(c3)CCCC4)ccc21	-7	-3	-4	6	7	3	-1.2	17	.	.
CCOC(=O)c1nn(-c2ccccc2)c(=O)cc1OCC(=O)Nc1ccccc1OCC	-2	-13	-2	-1	-17	13	-2.5	7	-2	-28
CN(C=[N+](C)C)c1cccc2c1C(=O)c1ccccc1C2=O	-2	8	-5	69*	-11	-8	-0.8	-4	3	-47
Cc1ccc(C)c(CN2CCC(CNC(=O)Nc3ccc(C)c(C)c3)CC2)c1	-6	35	-11	-1	-15	-35	-1.7	0	-2	-9
CCc1c(C)c2ccc(OCC(=O)N(C)C)c(C)c2oc1=O	-11	-27	-3	3	-17	27	-1.4	-10	.	.
Cc1ccc(S(=O)(=O)Nc2ccc3nc(N)sc3c2)cc1	-5	-1	-6	1	-9	1	-2.7	6	9	.
CCCCn1nnc(NC(=S)NC(=O)c2ccc(-c3cccc(Cl)c3Cl)o2)n1	-5	-36	4	2	-6	36	-2.5	13	-3	-63
Cc1cccc(N2CCCC2=Nc2ccc(Br)cc2C#N)c1	0	15	-14	.	2	-15	-3.8	.	-1	-16
O=C(Nc1cccc(-c2cccc(Cl)c2)c1)C1CCN(Cc2ccc(CO)o2)CC1	4	1	5	1	-13	-1	-1.9	-6	-3	6
COc1ccc(CNC(=S)Nc2cccc(OC)c2)cc1	-8	-14	7	1	-12	14	0.9	1	-1	-13
